Apaf1 inhib – human Apaf-1 inhibition; O14727; reconstituted apoptosome caspase-3 activity, DEVD-Rh110 fluorescence; inhibition, % at 20 µM; 0.71% of 330,000 active; AID 489030; active = inhibition of at least 40% at 20 µM;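 note: plate controls were DMSO wells for no effect and DEVD-CHO caspase inhibitor wells for full effect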
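Material: biochemical Apaf-1 apoptosome reconstitution. Medium: Hepes buffer, pH 7.5. Also added: cytochrome c activation, bis-DEVD rhodamine 110 substrate. Timing: 30 min compound preincubation, 50 min activation, room temperature. Measured by: rhodamine 110 fluorescence at Ex 480/Em 540 nm.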
CCR6 antagonist – antagonists of human CCR6 receptor. 0.49% of 340,000 active. CHO-K1 CCR6 PathHunter beta-arrestin, luminescence, CCL20-stimulated. P51684. inhibition, % at 20 µM. AID 493098;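 active = compounds whose inhibition of the agonist-driven luminescence signal at 20 µM reaches about 50%, limit read from the data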;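 note: cells stimulated with CCL20 at 14 nM final; plate controls were DMSO with CCL20 for no effect and DMSO without agonist for full effect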
697 NFkB inh – lowers PMA/ionomycin-induced NF-kB signal in 697 B cells. 697 B-cell NF-kB luciferase reporter, 16 h. inhibition, % at 4 µM. 0.33% of 330,000 active. AID 435022; in the data active = inhibition above about 35%
UBC13 polyUb – human UBC13 polyubiquitination inhibition; UBC13 polyubiquitin chain formation, TR-FRET; P61088; AID 485273; 0.47% of 330,000 active; inhibition, % at 20 µM; in the data active = inhibition above about 45%, passing the limit was not always enough
Target sequence (P61088 whole entry, looked up): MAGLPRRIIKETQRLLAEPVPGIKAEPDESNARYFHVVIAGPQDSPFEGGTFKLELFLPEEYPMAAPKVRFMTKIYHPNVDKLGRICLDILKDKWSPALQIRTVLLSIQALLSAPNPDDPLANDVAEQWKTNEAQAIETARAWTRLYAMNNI
Gli-Sufu block – blocks Gli-Sufu signaling in a luciferase reporter | Sufu-KO-LIGHT fibroblasts, Gli luciferase reporter luminescence | inhibition, % at 5 µM | 0.74% of 340,000 active | AID 588413;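 active = inhibition above about 55%, limit read from the data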;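 note: 0% = DMSO-treated cells and 100% = wells with medium but no cells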
SENP8 inh – blocks the human protease SENP8. Q96LD8. purified SENP8, Z-RLRGG-aminoluciferin cleavage, luminescence. inhibition, % at 10 µM. 1.2% of 330,000 active
Target sequence (Q96LD8 whole entry, looked up): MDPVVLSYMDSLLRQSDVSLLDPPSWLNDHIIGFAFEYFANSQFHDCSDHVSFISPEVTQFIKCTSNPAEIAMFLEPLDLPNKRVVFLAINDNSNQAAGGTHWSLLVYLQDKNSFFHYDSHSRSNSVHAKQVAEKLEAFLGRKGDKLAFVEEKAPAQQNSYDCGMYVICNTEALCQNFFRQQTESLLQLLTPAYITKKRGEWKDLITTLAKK
Jurkat NFkB inh – inhibitors of the PMA/ionomycin-induced NF-kB reporter in Jurkat cells; AID 435003; PMA/ionomycin-induced NF-kB luciferase reporter, luminescence; 0.53% of 330,000 active; inhibition, % at 4 µM
EBI2 block – blocks human EBI2 receptor beta-arrestin signaling. EBI2 beta-arrestin recruitment, luminescence, 7a,25-OHC stimulated. 0.81% of 360,000 active. inhibition, % at 5 µM; in the data active = inhibition above about 38%;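 note: enzyme fragment complementation signal reports receptor beta-arrestin coupling in cells; 0% = agonist plus DMSO wells and 100% = wells without agonist; some results beyond the cut were filed as inactive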
Target sequence (P32249 whole entry, looked up, the tested form may be a part): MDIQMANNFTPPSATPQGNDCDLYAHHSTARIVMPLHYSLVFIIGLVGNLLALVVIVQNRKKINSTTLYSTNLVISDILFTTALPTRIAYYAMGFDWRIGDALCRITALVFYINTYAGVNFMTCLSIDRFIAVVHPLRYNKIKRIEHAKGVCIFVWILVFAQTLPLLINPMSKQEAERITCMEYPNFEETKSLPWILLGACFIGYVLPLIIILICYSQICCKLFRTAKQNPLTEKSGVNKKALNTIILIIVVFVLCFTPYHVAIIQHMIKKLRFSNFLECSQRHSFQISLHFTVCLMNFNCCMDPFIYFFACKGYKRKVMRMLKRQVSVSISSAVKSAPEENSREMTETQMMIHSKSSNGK
Starred values were filed as active, the others as inactive; . = not tested or not shown. Cut-off read from the data, not from the text of the source, unless noted: active = inhibition above about 50%; inactive = the rest. This is a subset; the hit share may differ from the screen's.

Structure	Apaf1 inhib	CCR6 antagonist	697 NFkB inh	UBC13 polyUb	Gli-Sufu block	SENP8 inh	Jurkat NFkB inh	EBI2 block
CC1CCc2sc3nc(N4CCN(CCO)CC4)n4ncnc4c3c2C1 (centres undefined)	15	6	-36	8	-12	-12	-58	62*
Cc1cc(=O)[nH]c(NCc2ccc(Cl)cc2)n1	8	14	-27	-4	3	8	-24	-14
O=C(/C=C1\SC(=O)N(CC(=O)Nc2ccc(Cl)cc2)C1=O)Nc1ccc(F)cc1	8	18	-14	-1	0	-3	15	7
O=C(c1ccc(SCc2ccco2)c([N+](=O)[O-])c1)N1CCOCC1	6	-1	7	-10	-21	-3	-9	2
CCOC(=S)N/C(=N\S(C)(=O)=O)c1ccccc1	-2	12	-3	-19	-13	-10	7	-1
Cc1[nH]c2ccccc2c1CN1CCC(CO)(Cc2ccccc2)CC1	-10	5	-9	4	-9	-2	-8	-1
Cc1ccc(-n2c(C(C)n3nc(C)c([N+](=O)[O-])c3C)n[nH]c2=S)cc1 (centres undefined)	-2	-14	22	-5	6	-1	-3	14
CCN(C(=O)COC(=O)c1cc2c(s1)CCCCC2)C1CCS(=O)(=O)C1 (centres undefined)	13	2	9	4	-4	2	-4	9
CC1CCCC1/C(=N/O)c1ccccc1 (centres undefined)	6	8	-6	-5	-6	-7	-12	3
O=C(N/N=C/c1cc(Br)cs1)c1c[nH]c2ccccc12	3	8	-48	-5	-45	-1	-33	8
CCCNC(=O)NC(=O)COC(=O)c1ccc(S(=O)(=O)N(C)c2ccccc2OC)cc1	6	10	-18	8	-3	-3	27	26
CCCCCCn1c(COc2ccccc2F)nnc1SCC(=O)N1c2ccccc2NC(=O)C1(C)C	28	25	-7	6	21	-2	18	17
Cc1nn(Cc2ccccc2)c(C)c1/C=N/NC(=O)c1ccccc1O	-9	10	2	22	3	1	-10	3
CCOC(=O)c1c(C)[nH]c(C(=O)Nc2cc(OCC)c(N3CCOCC3)cc2OCC)c1C	-3	-8	-8	21	16	-1	-3	26
CCOC(=O)Nc1c(O)ccc2oc(C)c(-c3ccccc3)c12	12	16	18	2	-2	-5	-4	-1
Cc1cc(C)c2oc(=O)cc(CN3CCN(Cc4ccccc4)CC3)c2c1	20	16	-13	-5	5	-3	-17	10
O=S(=O)(Nc1cccc2c1CCCC2)c1ccc(Cl)cc1	21	-3	5	12	0	5	-4	10
Cc1nn(S(=O)(=O)c2ccc(Br)cc2)c(C)c1S(=O)(=O)N1CCOCC1	11	5	-5	-3	-1	2	8	4
CC(=O)c1c(C)[nH]c(C(=O)CN2C(=O)NC(CCc3ccccc3)C2=O)c1C (centres undefined)	-11	1	12	6	-1	1	9	5
O=C(O)c1ccccc1C(=O)NNc1cccc(Cl)n1	-14	-5	6	-1	-11	-3	-13	-14
CCC(=O)Nc1nonc1-c1nc2ccccc2n1Cc1ccccc1	5	21	-10	4	-4	7	-1	5
O=c1cc(CN2CCc3ccccc32)c2ccc(O)cc2o1	13	3	14	5	-5	0	13	-4
COc1ccc(CC(=O)N/N=C(\C)c2cccs2)cc1OC	-4	1	23	8	2	1	6	3
COc1ccc(CC(=O)N2CCc3ccccc32)cc1	7	9	-40	14	-34	3	-31	-3
CC(=O)Oc1ccc2c(C)cc(=O)oc2c1C(=O)c1ccccc1	6	-3	-6	-15	-10	2	5	-4
CC1CCC(NC(=O)c2cccc(S(=O)(=O)NCc3ccccc3)c2)CC1 (centres undefined)	12	25	6	4	-15	-3	2	0
CC(=O)O[C@H]1C2OC(=O)C(C)=C2[C@@H]2OC(=O)[C@]3(CCC4OC41C)OC23 (some centres undefined)	5	-8	-15	-19	11	-12	0	-20
O=C(Nc1ccc(-n2cc(Br)cn2)cc1)c1ccncc1	-8	-7	-18	2	-5	-8	4	-3
CC(C)Cn1cnc2c1c(=O)[nH]c(=O)n2Cc1ccccc1	3	4	9	3	3	-5	-2	3
Clc1ccc(CSc2nnc(-c3ccccn3)n2Cc2ccco2)c(Cl)c1	28	20	18	3	5	2	-5	17
O=C(CCNS(=O)(=O)c1ccccc1)Nc1ccccc1	-10	17	-6	2	-2	-8	-7	-10
O=C(COC(=O)c1ccccc1OCc1ccccc1Cl)NC1CCS(=O)(=O)C1 (centres undefined)	-6	12	0	7	-8	5	-1	-4
CNCC(O)c1ccc(O)c(O)c1 (centres undefined)	10	7	-4	6	-3	-4	4	-12
CCCC(=O)Nc1ccc2oc(-c3ccc(OC)c(Br)c3)nc2c1	3	-14	-73	15	-43	-20	-58	-7
COc1ccc(/C=C/CN2CCCC(CO)(Cc3cccc(Cl)c3)C2)cc1 (centres undefined)	-6	10	8	-3	12	-9	-15	6
Cc1ccc(/C(N)=N/OC(=O)c2ccc(C)cc2Cl)cc1	1	-11	-310	1	-30	70*	-193	-4
CC(C)=NNC(=O)C1=NNC(=O)C1	-6	9	23	1	-4	-6	-8	-10
COc1ccccc1NS(=O)(=O)c1ccc(C)c(C(=O)N2CCCC2)c1	-9	7	-4	5	-3	10	11	11
CCN(CC)c1ccc(/C=N/N2CCOCC2)c(O)c1	9	13	-109	-18	-67	-4	-73	-3
Cc1ccc(CN2C(=O)CSc3ccc(C(=O)NC4CC4)cc32)cc1	8	8	5	5	19	-1	-4	10
Cc1cc(C)n(C(=O)c2ccc(NC(=O)C3CC3)cc2)n1	4	6	13	6	0	-3	8	4
Cc1ccc(S(=O)(=O)NCC(=O)OCC(=O)N2N=C(c3ccc(Cl)cc3)CC2c2ccco2)cc1C (centres undefined)	18	4	-14	-11	-2	-11	6	11
CCCC(=O)Nc1cc(C)cn(Cc2c(F)cccc2Cl)c1=O	8	5	-4	-1	-8	-9	11	-2
COc1ccc(OCC(=O)Nc2ccc(N3CCN(C(=O)c4ccccc4)CC3)c(Cl)c2)cc1	17	1	-6	-8	36	-8	13	11
CC(=O)c1cccc(Nc2nc3ccccc3n3cnnc23)c1	7	-5	4	-2	4	3	-30	-5
O=C(Cn1nc(C(F)(F)F)c2c1CCC2)N1CCN(c2ccccc2)CC1	4	14	7	1	8	3	4	5
COc1ccc(S(=O)(=O)N2CCCCC2)cc1NC(=O)Cc1sc(C)nc1-c1ccc(F)cc1	18	11	-25	-18	3	-6	12	-3
Cn1cccc1/C=C1\SC(=Nc2ccc(O)cc2)NC1=O	-2	4	-52	-13	37	-11	56*	-20
O=C(NNC(=O)c1ccccc1O)c1ccc(NS(=O)(=O)c2ccc(F)cc2)cc1	3	-1	0	-1	-9	-11	-12	-1
Cc1cccc(C)c1OCCCCN1CCCCC1	-9	6	-6	4	20	1	-3	-5
COc1ccccc1Nc1nnc(SCC(=O)N2CCCC2=O)s1	-15	18	8	-4	-13	5	-5	-11
Cc1cc(C)c(-c2c(O)c3ccccc3n(C)c2=O)c(C)c1	-7	-12	32	4	-4	1	9	-8
C=CCNC(=O)C1CC(=O)N(c2ccc(OCC(=O)Nc3ccccc3)cc2)C1 (centres undefined)	-4	9	-34	-4	-20	-8	-64	-9
N#Cc1ccc(OCC(=O)OCC(=O)c2ccc[nH]2)cc1	4	3	4	4	-1	0	-24	-8
Cc1cc(N2C(=O)C(O)=C(C(=O)c3ccco3)C2c2ccccc2F)no1 (centres undefined)	-5	6	15	-8	-14	1	3	-9
CCOC(=O)c1nn(-c2ccc(F)cc2)c2nc(-c3ccccc3)c(C#N)c(=O)n12	12	10	7	22	6	-5	6	19
Cc1cc(S(=O)(=O)NC2CCCCC2)ccc1OCC(=O)N1CCOCC1	12	-8	-5	-3	6	-12	-2	-21
O=C(NCC(=O)N1CCCC(C(F)(F)F)C1)c1ccccc1F (centres undefined)	-2	1	-10	-9	-36	-5	-4	-4
O=C(Cn1cnc2ccccc21)Nc1ccccc1-c1ccccc1	1	4	-15	-1	29	-8	-8	0
OC(c1ccccc1)c1nc2ccccc2[nH]1 (centres undefined)	-3	5	4	1	-10	4	-5	12

Fetched one by one from above, four records:
Structure	Apaf1 inhib	CCR6 antagonist	697 NFkB inh	UBC13 polyUb	Gli-Sufu block	SENP8 inh	Jurkat NFkB inh	EBI2 block
CC(=O)c1cccc(Nc2nc3ccccc3n3cnnc23)c1	7	-5	4	-2	4	3	-30	-5
CC(C)=NNC(=O)C1=NNC(=O)C1	-6	9	23	1	-4	-6	-8	-10
Clc1ccc(CSc2nnc(-c3ccccn3)n2Cc2ccco2)c(Cl)c1	28	20	18	3	5	2	-5	17
CC(C)Cn1cnc2c1c(=O)[nH]c(=O)n2Cc1ccccc1	3	4	9	3	3	-5	-2	3

Next section
Structure	Apaf1 inhib	CCR6 antagonist	697 NFkB inh	UBC13 polyUb	Gli-Sufu block	SENP8 inh	Jurkat NFkB inh	EBI2 block
C/C=C/C(=O)N[C@@H]1c2ccccc2CC[C@@H]1OCc1ccccc1	9	11	7	.	2	.	.	2
O=C(Nc1cnc2ccccn2c1=O)c1ccc(F)cc1	-1	2	-43	-3	-37	-6	-55	2
CCC(=O)N1N=C(c2ccc(NS(=O)(=O)c3ccc(C)cc3)cc2)CC1c1ccco1 (centres undefined)	10	10	10	7	-2	5	2	-32
Cc1cc(C)c(S(=O)(=O)Nc2ccc(Cl)cn2)c(C)c1	5	8	4	2	-6	3	-7	-9
C[C@@H](C(=O)NCc1ccccn1)[C@H]1C[C@]1(C)[C@H](NC(=O)OCc1ccccc1)c1ccccc1	12	8	22	7	3	14	6	11
Cc1cc(C)c(S(=O)(=O)NCCC2CCCN2C)c(C)c1 (centres undefined)	8	-5	-49	-7	12	4	-19	-2
O=C(NCc1ccccc1)c1nncc(-c2ccccc2)n1	-15	14	4	-13	-20	-8	-10	0
Cn1c(C(=O)NCCN2CCc3ccccc3C2)cc2c(=O)n(C)c3ccccc3c21	22	0	10	10	14	3	-7	-2
COc1ccc(C/C(C)=N/NC(=O)c2cccnc2)cc1	-6	-3	-16	6	3	4	0	-20
Cc1ccc(-c2nn(-c3ccccc3)cc2C2CC(c3cccs3)=NN2C(=O)CCC(=O)O)cc1 (centres undefined)	23	5	14	-8	1	1	15	1

Assay outcomes (PubChem BioAssay)
